Source: PubChem BioAssay
BLM helicase inh: qHTS Assay for Inhibitors of Bloom's syndrome helicase (BLM); Potency, µM (doses to about 56.1 µM), inactives show at the highest dose activity change, negative = inhibition, actives largely listed as inhibitors; recombinant BLM DNA unwinding, fluorescence dequenching; 350,000 compounds, 0.2% hits; AID 2528, 2010; RecQ-like DNA helicase BLM (Homo sapiens), P54132; active = well fitted inhibition curve with a large enough effect;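 note: plate controls were vehicle for no effect and no enzyme for full effect; nearly all actives have a fitted effect of over 35% in size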
Target sequence (P54132 whole entry, looked up): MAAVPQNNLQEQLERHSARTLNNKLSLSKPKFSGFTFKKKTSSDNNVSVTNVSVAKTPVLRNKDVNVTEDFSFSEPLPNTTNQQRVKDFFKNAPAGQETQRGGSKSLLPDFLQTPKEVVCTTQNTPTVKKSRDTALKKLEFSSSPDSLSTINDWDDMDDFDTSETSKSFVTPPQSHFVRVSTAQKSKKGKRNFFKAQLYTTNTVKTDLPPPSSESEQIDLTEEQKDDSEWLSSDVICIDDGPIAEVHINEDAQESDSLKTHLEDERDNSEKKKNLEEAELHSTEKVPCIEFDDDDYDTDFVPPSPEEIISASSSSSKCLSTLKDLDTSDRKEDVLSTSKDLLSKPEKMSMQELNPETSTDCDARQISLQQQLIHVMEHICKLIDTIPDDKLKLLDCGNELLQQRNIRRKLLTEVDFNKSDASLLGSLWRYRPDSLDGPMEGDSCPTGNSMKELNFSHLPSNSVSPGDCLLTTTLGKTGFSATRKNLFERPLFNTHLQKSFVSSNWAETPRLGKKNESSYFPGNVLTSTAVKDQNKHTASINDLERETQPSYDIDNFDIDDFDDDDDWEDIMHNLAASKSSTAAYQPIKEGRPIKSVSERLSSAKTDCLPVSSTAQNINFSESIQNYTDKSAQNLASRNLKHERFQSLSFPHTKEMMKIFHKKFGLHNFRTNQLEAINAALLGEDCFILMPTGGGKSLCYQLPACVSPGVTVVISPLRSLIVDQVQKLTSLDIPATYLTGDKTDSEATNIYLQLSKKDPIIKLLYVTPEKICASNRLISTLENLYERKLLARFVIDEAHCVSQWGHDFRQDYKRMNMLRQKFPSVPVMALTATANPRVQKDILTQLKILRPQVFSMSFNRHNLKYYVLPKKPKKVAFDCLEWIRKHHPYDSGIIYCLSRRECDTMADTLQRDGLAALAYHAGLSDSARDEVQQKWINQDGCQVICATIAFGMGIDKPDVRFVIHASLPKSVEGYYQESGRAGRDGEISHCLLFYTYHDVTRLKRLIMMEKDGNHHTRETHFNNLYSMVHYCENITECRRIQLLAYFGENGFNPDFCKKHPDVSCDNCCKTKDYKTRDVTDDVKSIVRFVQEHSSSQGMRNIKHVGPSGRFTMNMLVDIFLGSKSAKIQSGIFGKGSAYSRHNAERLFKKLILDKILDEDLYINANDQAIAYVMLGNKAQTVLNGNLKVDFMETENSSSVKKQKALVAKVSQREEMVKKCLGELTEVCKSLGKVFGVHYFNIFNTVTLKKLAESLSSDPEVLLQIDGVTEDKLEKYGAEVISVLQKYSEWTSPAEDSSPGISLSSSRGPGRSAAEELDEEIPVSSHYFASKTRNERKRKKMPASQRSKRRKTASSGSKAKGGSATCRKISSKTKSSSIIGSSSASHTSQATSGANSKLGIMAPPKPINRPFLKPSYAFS
The depositor's hits bear a star; & = joins results of further samples; [ ] = another dose, or the depositor's remark. Potency is the fitted concentration of half-maximal effect. An excerpt; count on the stated rates, not on these rows.

SMILES	BLM helicase inh
C[C@@H](O)[C@@H]1NC(=O)[C@H](CCCCN)NC(=O)[C@H](Cc2c[nH]c3ccccc23)NC(=O)[C@H](Cc2ccccc2)NC(=O)[C@H](Cc2ccccc2)NC(=O)[C@H](CC(N)=O)NC(=O)[C@H](CCCCN)NC(=O)[C@@H](NC(=O)[C@@H]2CCCN2)CSSC[C@@H](C(=O)N[C@@H](CCCCN)C(=O)O)NC(=O)[C@H](CO)NC(=O)[C@H](CO)NC(=O)[C@H](Cc2ccccc2)NC1=O	21%
Cc1csc(-c2coc3cc(O[C@@H]4O[C@H](CO)[C@@H](O)[C@@H](O)[C@H]4O)ccc3c2=O)n1	2%
C=C1CCC(O)C/C1=C/C=C1\CCC[C@]2(C)[C@@H]([C@H](C)CCCC(C)C)CC[C@@H]12 (some centres not stated)	-3%
COC1C(O)C(CO)OC1n1c(Br)nc2c(=O)[nH]c(N)nc21 (configuration not stated)	3%
CC(C)c1ccc2c([Si](C)(C)C)c3c(nc2c1)-c1cccc(=O)n1C3	-12%
COC(=O)C1=C(C(=O)OC)[C@@H]2N(Cc3ccccc3)c3ccccc3[C@@]23C[C@@H](C(=O)OC)N(S(=O)(=O)c2ccc(OC)cc2)C3=N1	-3%[12.4 µM]
OC[C@@H](O)COc1cccc2ccccc12	1%
CC(C)CCCC(C)C1CCC2C3CC(=O)[C@H]4CC(O)CC[C@]4(C)C3CC[C@@]12C (some centres not stated)	-11%
O=C(Nc1cc(C(F)(F)F)ccc1O)Nc1cc(C(F)(F)F)ccc1O	-22%
Nc1nc2[nH]c(=O)[nH]c2c(=O)[nH]1	1%
FC(F)(F)c1ccccc1-c1cncnc1Nc1ccccc1	1%
CNC(=O)C1(C)C=CCN1C(=O)OC (configuration not stated)	-1%
COc1ccc2c(c1)O[C@@H](c1ccc3c(c1)OCO3)[C@H](OC(=O)NS(=O)(=O)c1ccc(C)cc1)C2=O	4%
O=S(=O)(CCc1ccccc1)c1nnnn1-c1ccc(F)cc1Br	-1%
COc1ccc2c(c1)O[C@@H](c1ccc3c(c1)OCO3)[C@H](OC(=O)NS(=O)(=O)c1ccc(F)cc1)C2=O	2%
CC(C)C(=O)NC(=O)C1CCCN1C(=O)/C=C/c1ccccc1 (configuration not stated)	-2%[12.4 µM]
CC[C@H](C)[C@H](NC(=O)[C@H](Cc1ccccc1)NC(=O)[C@H](CC(C)C)NC(=O)[C@H](CCSC)NC(=O)[C@H](CCC(=O)O)NC(=O)[C@H](CCC(=O)O)NC(=O)[C@H](CC(=O)O)NC(=O)[C@H](CO)NC(=O)[C@@H]1CCCN1C(=O)[C@H](CCCCN)NC(=O)[C@@H](N)[C@@H](C)O)C(=O)N[C@@H](Cc1ccc(O)cc1)C(=O)NCC(=O)N[C@@H](Cc1cnc[nH]1)C(=O)N[C@@H](Cc1ccc(O)cc1)C(=O)N[C@@H](CCCCN)C(=O)N[C@@H](CCC(N)=O)C(=O)N[C@@H](C)C(=O)N[C@H](C(=O)N[C@H](C(=O)NCC(=O)N[C@@H](CC(=O)O)C(=O)N[C@H](C(=O)N[C@@H](CC(N)=O)C(=O)N[C@H](C(=O)N[C@@H](CCC(=O)O)C(=O)N[C@@H](CCCNC(=N)N)C(=O)N1CCC[C@H]1C(=O)NCC(=O)N[C@@H](CCSC)C(=O)N[C@@H](CC(C)C)C(=O)N[C@@H](CC(=O)O)C(=O)N[C@@H](Cc1ccccc1)C(=O)N[C@H](C(=O)O)[C@@H](C)O)[C@@H](C)O)[C@@H](C)CC)C(C)C)[C@@H](C)O	2%
CC(C)=CCC/C(C)=C/CO/N=C1/C[C@@H](O)[C@@H](O)[C@@H]2[C@H]3C(=O)N(c4ccc(F)cc4F)C(=O)[C@@H]3CC[C@@H]12	-3%[12.4 µM]
CCN1C(=O)[C@@H]2[C@H](C1=O)[C@@H]1C[C@H]3C(=O)N(CC)C(=O)[C@H]3[C@@H]3C1=C(C(=O)N1C(=O)O/C(=N\CC4CC4)[C@]31C)[C@@H]2C	6%
CC[C@H]1C2=C3C(CC[C@H]4C(OCc5ccc(F)cc5C(F)(F)F)OC[C@](C)([C@@H]34)N(C(=O)OC(C)(C)C)C2)C2COC(=O)OCC21 (some centres not stated)	-12%
CC1=CC23C(=O)C(C=C(CO)[C@@H](O)[C@]2(O)[C@H]1O)[C@H]1[C@@H](C[C@H]3C)C1(C)C (some centres not stated)	-4%
C#CCCCO/N=C1/C[C@@H](O)[C@@H](O)[C@@H]2[C@@H]3C(=O)N(CC)C(=O)[C@H]3CC[C@H]12	0%[12.4 µM]
CCOC(=O)[C@]1(C(NC(=O)OC)c2cccc(C)c2)CCCC1=O (some centres not stated)	1%[12.4 µM]
Cc1cc(C)c(N(Cc2ccccc2)S(=O)(=O)c2ccc(OCCNC(=O)c3cc4ccccc4o3)cc2)c(C(=O)NO)c1	-9%
COc1ccc(O[C@H]2C=C[C@@H](c3ccccc3)O[C@@H]2CO/N=C\[C@@H](C)[C@H](OCc2ccccc2)C(C)C)cc1	1%[12.4 µM]
COC(=O)NC1C=CCCC1C(C)=O (configuration not stated)	2%
COc1ccc(-c2nc3c(c4c2C[C@H](c2ccccc2)OC4)CN(S(=O)(=O)c2c(C)noc2C)CC3)c(C)c1	-4%[12.4 µM]
Cc1ccccc1-c1cncnc1Nc1ccc(F)cc1	-13%
O=c1ccc2ccccc2[nH]1	1%
NC(Cc1c[nH]c2ccccc12)C(=O)NCC(=O)O (configuration not stated)	1%
COc1ccc2c(c1)O[C@H](c1ccc3c(c1)OCO3)[C@@H](OC(=O)NS(=O)(=O)c1ccc(C)cc1)C2=O	-4%
C/C(CCC(=O)OC[C@@H]1O[C@H](C#Cc2ccccc2)C=C[C@@H]1Oc1ccc(C)cc1)=N/OC[C@@H](O)COCc1ccco1	-3%[12.4 µM]
CCCC[C@@H]1C[C@H]1C(NC(=O)Cc1ccccc1)c1ccc(Cl)cc1 (some centres not stated)	4%
COC(=O)CNC(=O)C1(CC(C)C)C=CCN1C(=O)c1ccccc1 (configuration not stated)	1%
COC(=O)[C@@]1(Cc2ccccc2)[C@H]2c3cc(C(=O)N4CCCC4)n(CCO)c3C[C@H]2CN1C(=O)c1ccccc1	1%
O=C(O)c1cc(Oc2ccc([N+](=O)[O-])cc2)cc(Oc2ccc([N+](=O)[O-])cc2)c1	-3%
CC(C)[C@@H](CC(=O)N[C@@H]1CCNC[C@H]1C(=O)N[C@H](CC(=O)N[C@@H](CCC(=O)O)CC(=O)O)Cc1c[nH]c2ccccc12)NC(=O)C[C@H](Cc1c[nH]c2ccccc12)NC(=O)[C@@H]1CNCC[C@H]1N	1%
CC1CC[C@@]2(C(=O)O)CC[C@]3(C)C(=CCC4[C@@]5(C)CCC(O)C(C)(C)C5CC[C@@]43C)C2C1C (some centres not stated)	-4%
COC(=O)C/C=C\[C@@H](C)[C@@H](/C=N\O[C@@H](C)CN1CCCCc2nc(C)c(C)cc21)OC	2%[12.4 µM]
O=C(NC[C@H]1CCCCN1)c1cc(OCC(F)(F)F)ccc1OCC(F)(F)F	0%
C=CC[C@@H]1C=C[C@@H](O/N=C2/[C@H]3O[C@@H]3[C@@H](O)[C@H]3[C@H]2CCn2c(=O)n(-c4ccccc4)c(=O)n23)[C@@H](CO)O1	-9%[12.4 µM]
CC(=O)OC1CC[C@@]2(C)C3CC(=O)[C@]4(C)C(C(C)=O)=CCC4C3CC[C@H]2C1 (some centres not stated)	-9%
COC1(C#CC2C=CC(OC(C)=O)C(COC(C)=O)O2)CCCCC1 (configuration not stated)	2%[12.4 µM]
CNc1ccnc(-c2ccccc2C(F)(F)F)n1	4%
C=CCOC(=O)C(C(C)=O)C(NC(=O)OC)c1cccc(F)c1 (configuration not stated)	-14%[12.4 µM]
C=C1C(N)CC2CC1C2(C)C (configuration not stated)	5%
CC1CCC2C(=O)OC(Cc3ccccc3)CN2C1c1ccc(Br)cc1 (configuration not stated)	-2%&-4%[12.4 µM]
Cc1noc(C)c1-c1cc(NC2CC2)ncn1	-10%
Cc1ccc(C(=O)[C@@H]2[C@H]3C4COC(O4)C(=O)[C@@H]3[C@H]3C=Cc4ccccc4N32)cc1 (some centres not stated)	-12%
CCC/C=C(\CCC)C(NS(=O)(=O)c1ccc(-c2ccccc2)cc1)c1ccc(C(=O)OC)cc1 (configuration not stated)	-10%

By substructure, the compounds so far with an aryl methoxy group
SMILES	BLM helicase inh
COC(=O)C1=C(C(=O)OC)[C@@H]2N(Cc3ccccc3)c3ccccc3[C@@]23C[C@@H](C(=O)OC)N(S(=O)(=O)c2ccc(OC)cc2)C3=N1	-3%[12.4 µM]
COc1ccc2c(c1)O[C@@H](c1ccc3c(c1)OCO3)[C@H](OC(=O)NS(=O)(=O)c1ccc(C)cc1)C2=O	4%
COc1ccc2c(c1)O[C@@H](c1ccc3c(c1)OCO3)[C@H](OC(=O)NS(=O)(=O)c1ccc(F)cc1)C2=O	2%
COc1ccc(O[C@H]2C=C[C@@H](c3ccccc3)O[C@@H]2CO/N=C\[C@@H](C)[C@H](OCc2ccccc2)C(C)C)cc1	1%[12.4 µM]
COc1ccc(-c2nc3c(c4c2C[C@H](c2ccccc2)OC4)CN(S(=O)(=O)c2c(C)noc2C)CC3)c(C)c1	-4%[12.4 µM]
COc1ccc2c(c1)O[C@H](c1ccc3c(c1)OCO3)[C@@H](OC(=O)NS(=O)(=O)c1ccc(C)cc1)C2=O	-4%

Later entries:
compound	BLM helicase inh
COc1cccc([C@@H]2Oc3ccc(OC)cc3/C(=N/OC[C@@H](O)COCc3ccco3)[C@@H]2O)c1	-1%[12.4 µM]
C=C(C)C(=O)OC[C@@H]1CCC[N@+]2(C)CCCCC12 (some centres not stated)	7%
CCOC(=O)C1CSC(Cc2ccc(OCc3ccc([N+](=O)[O-])cc3)cc2)N1 (configuration not stated)	-2%
COc1cccc(-c2nc(NCCc3c[nH]c4ccc(OC)cc34)c3ccccc3n2)c1	-2%
C=CCOC(=O)N[C@H](/C(C(=O)OC)=C(\C)NCc1ccccc1)c1ccc2c(c1)OCO2	4%
C/C(=C\C[Si](C)(C)C)CC[C@H](O)C1=CCCCC1=O	-2%
COc1ccc(-c2coc3c(O)c(OC)ccc3c2=O)cc1	1%
CCc1cc2c(nc1CC)CCN(CC/C(C)=N/OCC[C@@H]1C=C[C@H](OC(C)=O)[C@H](COC(C)=O)O1)C2	5%[12.4 µM]
CCC1=C2CC[C@H]3C(=O)N(c4ccccc4)C(=O)[C@H]3[C@H]2[C@@]2(Cc3ccccc3)C(=NCCOC)OC(=O)N2C1=O	1%
CO[C@@H]1COC(=O)C/C=C\[C@H](C)COC(=O)[C@H](C)NC(=O)C/C=C\[C@H]1C	3%[12.4 µM]
CCc1cc2c(nc1CC)CCN(CC/C(C)=N/OC[C@@H](O)COCc1ccco1)C2	0%[12.4 µM]
C/C=C\C1=C(CO)[C@H](O)[C@H]2OC2[C@@H]1O (some centres not stated)	3%[12.4 µM]
NCCC[C@@H](CC(=O)N[C@@H]1CCCC[C@H]1C(=O)N[C@H](CC(=O)N[C@@H](CCC(=O)O)CC(=O)O)Cc1c[nH]c2ccccc12)NC(=O)C[C@H](Cc1ccccc1)NC(=O)[C@@H]1CNCC[C@H]1N	4%
CCOC(=O)CN1C(=O)N[C@@H](c2ccccc2)[C@H](C(=O)OC)[C@H]1C	-3%[12.4 µM]
CC(C)C[C@H](NC(=O)[C@H](CC(C)C)NC(=O)[C@H](Cc1ccc(O)cc1)NC(=O)CNC(=O)[C@H](C)NC(=O)[C@H](CO)NC(=O)[C@H](CC(N)=O)NC(=O)[C@H](CC(C)C)NC(=O)[C@@H](NC(=O)[C@H](Cc1c[nH]c2ccccc12)NC(=O)CN)[C@@H](C)O)C(=O)NCC(=O)N1CCC[C@H]1C(=O)N1CCC[C@H]1C(=O)N1CCC[C@H]1C(=O)NCC(=O)N[C@@H](Cc1ccccc1)C(=O)N[C@@H](CO)C(=O)N1CCC[C@H]1C(=O)N[C@@H](Cc1ccccc1)C(=O)N[C@@H](CCCNC(=N)N)C(N)=O	-2%
CCCCCCCNS(=O)(=O)c1cccc2c(Cl)cccc12	-14%
C[C@H](c1ccccc1)N1C(=O)[C@H]2[C@@H]3[C@H](O)[C@H](O)CC(=O)[C@H]3CC[C@H]2C1=O	-2%[12.4 µM]
COc1ccc(-c2coc3cc(O)ccc3c2=O)c(OC)c1O	-1%
CCN(CC)CCn1c(-c2ccccc2)nc2c(NC3CCCCC3)nc(C)nc21	-2%
BrC1C(Br)C(Br)C(Br)C(Br)C1Br (configuration not stated)	1%
COc1cccc(CC(=O)N2CCc3nc(-c4ccccc4)c4c(c3C2)CO[C@@H](C)C4)c1	-2%[12.4 µM]
C[C@H](NC(=O)[C@@H](N)Cc1ccc(O)cc1)C(=O)NCC(=O)N[C@H]1CSSC[C@@H](C(=O)O)NC(=O)[C@H](CO)NC(=O)[C@H]([C@@H](C)O)NC(=O)[C@H](Cc2ccccc2)NC(=O)[C@H]([C@@H](C)O)NC(=O)[C@H](CCCCN)NC(=O)[C@@H](Cc2c[nH]c3ccccc23)NC(=O)[C@H](Cc2ccccc2)NC(=O)[C@H](Cc2ccccc2)NC(=O)[C@H](CC(N)=O)NC(=O)[C@H](CCCCN)NC1=O	1%
COc1ccc2c(c1)O[C@H](c1ccc3c(c1)OCO3)[C@@H](OC(=O)Nc1ccc(C)c(Br)c1)C2=O	-5%
COC(=O)N1C(/C=C/c2ccc3c(c2)OCO3)=Cc2ccccc2C1CC(C)=O (configuration not stated)	2%[12.4 µM]
CC(C)CCNC(=O)C(CC(C)C)NC(=O)C1OC1C(=O)O (configuration not stated)	4%
COC(=O)C/C=C/[C@@H](C)[C@H](O)c1ccccc1Br	4%
NC(N)=NCCC[C@H](N)C(=O)NCC(=O)N[C@@H](CC(=O)O)C(=O)O	5%
Cc1cccc(CNc2ncnc3ccc(-c4ccccc4C#N)cc23)c1	-1%
COc1ccc2c(c1)C(=O)[C@@H](OC(=O)NS(=O)(=O)c1ccc(C)cc1)[C@H](c1ccc(OC)c(Br)c1)O2	4%
